Assay outcomes from PubChem BioAssay.
MEKK2mut PB1 HTS = signal of MEK5 binding to mutant human MEKK2 PB1 domain. percent response, % at 10 µM. AID 1530. bead flow cytometry, Alexa488-MEK5 binding to MEKK2 mutant. 290,000 tested, 0.35% active; in the data active = percent response above about 24%, passing the limit was not always enough; also: inactives centre near 1; some results filed as inactive read as strong as hits; reference of the scale not given here
GPR7 antag = antagonists of human GPR7 (neuropeptides B/W receptor 1) | P48145 | GPR7-expressing cells, fluorescence antagonist assay | inhibition, % at 4.4 µM | 290,000 tested, 1.1% active | AID 1861; in the data active = inhibition above about 16%, passing the limit was not always enough;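 also: cells stimulated with the agonist NPW; 0% = agonist with vehicle and 100% = vehicle without agonist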
Target sequence (P48145 whole entry, looked up): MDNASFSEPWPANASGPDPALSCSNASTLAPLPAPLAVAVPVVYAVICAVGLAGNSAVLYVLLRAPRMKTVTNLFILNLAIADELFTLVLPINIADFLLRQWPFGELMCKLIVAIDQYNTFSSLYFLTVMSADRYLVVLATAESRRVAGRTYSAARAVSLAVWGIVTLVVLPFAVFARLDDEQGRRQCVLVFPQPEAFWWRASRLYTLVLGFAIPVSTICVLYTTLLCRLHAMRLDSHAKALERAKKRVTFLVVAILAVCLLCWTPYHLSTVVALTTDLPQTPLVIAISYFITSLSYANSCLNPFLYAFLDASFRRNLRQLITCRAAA
DNA FID counter = counter-screen for HCV NS3 helicase inhibitors: DNA intercalator displacement | inhibition, % at 7.9 µM | DNA fluorescent intercalator displacement, fluorescence | 290,000 tested, 0.17% active; in the data active = inhibition above about 37%;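 also: 0% = vehicle and 100% = reference compound; higher means more ethidium bromide displaced from hairpin DNA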
MEKK2 WT-MEK5 = raises or lowers MEK5 binding to wildtype human MEKK2 PB1 domain. binding response (% of control), % at 10 µM. AID 1531. 290,000 tested, 1.1% active. Q9Y2U5. bead flow cytometry, Alexa488-MEK5 binding to MEKK2 WT; actives lie on both sides; in the data active = binding response below about 67% or above about 130%
OXTR agonist = human OXTR agonism | P30559 | CHO-OTR cells, Fluo-8 calcium fluorescence; normalized: DMSO 0%, oxytocin 100% | activation, % at 3 µM | 320,000 tested, 0.32% active | AID 2435;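 active = activation above the mean of all tested compounds plus 3 SD, cutoff set per screening run, cut at about 20% in these data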;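 also: peak over basal fluorescence ratio from a 100 s FLIPR kinetic read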
Target sequence (P30559 whole entry, looked up): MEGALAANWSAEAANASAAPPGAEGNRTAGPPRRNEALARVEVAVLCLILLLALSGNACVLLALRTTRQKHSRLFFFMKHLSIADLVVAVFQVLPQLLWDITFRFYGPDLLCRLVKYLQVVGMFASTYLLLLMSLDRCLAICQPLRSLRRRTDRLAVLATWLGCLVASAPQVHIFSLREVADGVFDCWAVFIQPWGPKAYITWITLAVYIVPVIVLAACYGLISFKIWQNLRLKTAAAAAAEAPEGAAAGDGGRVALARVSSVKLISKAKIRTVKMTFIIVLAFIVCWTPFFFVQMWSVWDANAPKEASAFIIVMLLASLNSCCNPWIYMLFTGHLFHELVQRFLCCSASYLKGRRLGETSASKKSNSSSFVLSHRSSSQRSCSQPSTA
MEKK3 PB1 HTS = modulators (inhibitors or enhancers) of MEK5 binding to human MEKK3 PB1 domain; Q99759; bead-based flow cytometry, Alexa488-MEK5 binding to MEKK3; actives lie on both sides; 0 = blocked by unlabeled MEK5, 100 = vehicle; binding response (% of control), % at 10 µM; 290,000 tested, 1.4% active; AID 1529;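 active = binding response more than 3 SD above or below the average of its plate-row segment, actives on both sides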;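 also: Alexa488 bead fluorescence after subtracting the streptavidin-only scavenger bead signal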
PHOSPHO1 inh = inhibitors of human PHOSPHO1 phosphatase | 290,000 tested, 1.1% active | inhibition, % at 13.3 µM | Q8TCT1 | recombinant PHOSPHO1, absorbance phosphatase assay; in the data active = inhibition above about 60%
Target sequence (Q8TCT1 whole entry, looked up): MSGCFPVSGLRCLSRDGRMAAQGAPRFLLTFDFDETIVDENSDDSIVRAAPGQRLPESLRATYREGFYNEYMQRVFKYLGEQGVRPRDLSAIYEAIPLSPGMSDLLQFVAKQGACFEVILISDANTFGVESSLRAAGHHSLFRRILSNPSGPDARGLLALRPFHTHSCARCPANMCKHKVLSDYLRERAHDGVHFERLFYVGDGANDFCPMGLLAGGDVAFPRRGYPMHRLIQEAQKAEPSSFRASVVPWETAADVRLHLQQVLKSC
M18AAP inhibitor = blocks P. falciparum M18 aspartyl aminopeptidase. recombinant PfM18AAP, H-Glu-NHMec fluorogenic cleavage. inhibition, % at 7.35 µM. 290,000 tested, 1.2% active;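 active = inhibition above the campaign mean inhibition over all tested compounds plus 3 SD, cut at about 28% in these data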;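 also: 0% = plate median of test compound wells and 100% = 2 mM ZnCl2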
NALP1 yeast inh = inhibitors of NALP1 inflammasome in yeast; S. cerevisiae NALP1/ASC/caspase-1 growth, X-gal OD620, 72 h; 280,000 tested, 0.61% active; inhibition, % at 10 µM; in the data active = inhibition mostly above about 24%, no sharp cut-off; inactive = mostly below about 32%; also: some compounds called inactive have numbers as strong as hits
The depositor's hits bear a star; nt = no result given; & = joins results of further samples; [ ] = another dose, or the depositor's remark.

nr	Structure	MEKK2mut PB1 HTS	GPR7 antag	DNA FID counter	MEKK2 WT-MEK5	OXTR agonist	MEKK3 PB1 HTS	PHOSPHO1 inh	M18AAP inhibitor	NALP1 yeast inh
1	COCCCn1c(N)c(C(=O)OC(C)COC)c2nc3ccccc3nc21 (stereo not drawn)	4	18	-18	101	-1.1	102	1	17	0
2	CC(C)N(CC(O)c1cccc([N+](=O)[O-])c1)C(C)C (stereo not drawn)	10	11	4	113	0.1	104	42	0	24
3	N/C(=N\N=C\c1ccc(O)cc1O)N[N+](=O)[O-]	0	-1	-5	96	1.2	103	2	44*	5
4	O=C(CSC1c2ccccc2-c2ccccc21)N/N=C/c1ccccc1	2	-2	-11	95	2.8	104	-2	-1	14
5	O=[N+]([O-])c1ccccc1CN1CC=C(c2ccc(F)cc2)CC1	0	0	7	107	nt	108	47	-1	25
6	Cc1ccnc(-n2c(-c3ccco3)nc3ccccc3c2=O)c1	-14	3	-4	81	-1.2	75	4	1	22
7	O=[N+]([O-])c1ccccc1CNCCc1c[nH]c2ccccc12	6	-2	6	112	1.1	103	-65	7	4
8	c1ccc(CCCN2CCN(CCOC(c3ccccc3)c3ccccc3)CC2)cc1	8	nt	nt	162*	3.0	108	nt	nt	nt

nr	Structure	MEKK2mut PB1 HTS	GPR7 antag	DNA FID counter	MEKK2 WT-MEK5	OXTR agonist	MEKK3 PB1 HTS	PHOSPHO1 inh	M18AAP inhibitor	NALP1 yeast inh
9	CN(C(=O)Oc1ccc([N+](=O)[O-])cc1)c1ccccc1	-1	6	-1	95	-0.5	73*[inhibitor]	2	-1	31
10	CN(C)c1nc(-c2ccccc2)[n+](C)s1	8	-6	-2	108	0.5	105	35	7	15
11	OC1(c2ccc(F)cc2)CC2CCC(C1)N2Cc1nnnn1C1CCCC1 (stereo not drawn)	5	3	-18	100	1.0	104	1	-9	-3
12	CCCCCCn1c(O)c(C=NCCN2CCCCC2)c(=O)[nH]c1=O	-2	4	1	97	-0.3	93	3	-1	nt
13	S=C1CN=C(c2ccccc2)c2cc(Cl)ccc2N1	9	-11	-10	111	-1.1	105	-2	-1	-45
14	Cc1ccsc1C(=O)C1CCCN(Cc2cc(C(C)C)n[nH]2)C1 (stereo not drawn)	-6	-4	-1	101	0.8	94	43	-3	11
15	Cc1ccc(-n2c(O)c(/C=N/NC(=O)c3ccncc3)c(=O)[nH]c2=O)cc1C	-2	1	-18	100	-0.8	100	-5	9	45
16	O=P(OCC(F)(F)C(F)F)(N1CCCCC1)N1CCCCC1	10	-2	-12	108	-0.5	105	3	2	nt

nr	Structure	MEKK2mut PB1 HTS	GPR7 antag	DNA FID counter	MEKK2 WT-MEK5	OXTR agonist	MEKK3 PB1 HTS	PHOSPHO1 inh	M18AAP inhibitor	NALP1 yeast inh
17	Nc1cc(Cl)c2nonc2c1[N+](=O)[O-]	0	5	-1	101	-1.9	116	-7	4	50
18	c1cncc(CNCCc2ccc3c(c2)OCO3)c1	1	18	0	106	0.6	101	nt	0	nt
19	COc1ccc(-c2nc3ccccc3c(=O)n2-c2cccnc2)cc1	3	0	-12	104	0.4	105	24	2	-9
20	COc1ccc(CCn2c(O)c(C=NCCCN(C)C)c(=O)[nH]c2=O)cc1OC	1	-15	0	101	1.1	101	-1	-2	6
21	Cc1ccnc(-n2c(C)cc(/C=C3\C(=O)NC(=S)N(C)C3=O)c2C)c1	5	-3	3	94	1.3	96	-9	14	10
22	CC1=CC(C)C(COC(N)=O)(COC(N)=O)C(C)C1 (stereo not drawn)	8	-2	-12	110	2.7	107	45	7	24
23	COCCNC(=O)Cn1cc(/C=C2\C(=O)NC(=O)N(c3cccc(C)c3C)C2=O)c2ccccc21	4	-21	-15	99	0.7	99	28	18	13
24	COc1ccc(-c2nn(CCC#N)cc2C(=O)Nc2cccc([N+](=O)[O-])c2)cc1OC	4	-18	-2	106	nt	107	nt	4	-8

nr	Structure	MEKK2mut PB1 HTS	GPR7 antag	DNA FID counter	MEKK2 WT-MEK5	OXTR agonist	MEKK3 PB1 HTS	PHOSPHO1 inh	M18AAP inhibitor	NALP1 yeast inh
25	Oc1cccc2cccnc12	2	0	-2	98	0.7	100	-8	1	5
26	CCc1nc2ccc(Br)cc2c(=O)n1-c1ccccc1C(F)(F)F	3	5	-8	111	5.2	108	nt	-3	nt
27	O=c1[nH]c(=O)n(Cc2ccc(F)cc2)c(O)c1C=Nc1ccc(Cl)cc1	-5	9	-2	99	-0.6	96	16	5	-8
28	COc1ccc(-n2c(O)c(C(C)=NCCN3CCNCC3)c(=O)[nH]c2=O)cc1	4	-5	0	107	1.3	103	0	0	1
29	Nc1ccc(N2CCN(Cc3ccccc3Cl)CC2)c(Cl)c1	1	0	2	105	2.2	103	9	-5	1
30	O=C1NC(=S)N(c2ccc(F)cc2)C(=O)/C1=C/c1ccccc1O	-1	5	-9	96	-0.6	98	18	-7	8
31	FC(F)(F)c1ccc2c(c1)ncn2C1CCN(Cc2nnnn2C2CCCCC2)CC1	0	-5	-21	101	0.5	101	-11	3	18
32	COc1cc(CNCCc2ccc3c(c2)OCO3)ccc1O	6	-14	1	108	1.6	102	18	-10	3

Entries of single compounds, quoted from the list. Order of values: MEKK2mut PB1 HTS, GPR7 antag, DNA FID counter, MEKK2 WT-MEK5, OXTR agonist, MEKK3 PB1 HTS, PHOSPHO1 inh, M18AAP inhibitor, NALP1 yeast inh
CCc1nc2ccc(Br)cc2c(=O)n1-c1ccccc1C(F)(F)F across the screens: 3, 5, -8, 111, 5.2, 108, nt, -3, nt
FC(F)(F)c1ccc2c(c1)ncn2C1CCN(Cc2nnnn2C2CCCCC2)CC1 across the screens: 0, -5, -21, 101, 0.5, 101, -11, 3, 18

More entries
nr	Structure	MEKK2mut PB1 HTS	GPR7 antag	DNA FID counter	MEKK2 WT-MEK5	OXTR agonist	MEKK3 PB1 HTS	PHOSPHO1 inh	M18AAP inhibitor	NALP1 yeast inh
33	COc1cccc(CNCCc2c[nH]c3ccccc23)c1OC	44	-2	16	147*	2.0	107	-16	4	15
34	COc1cc2occc2c2oc(=O)ccc12	2	-3	-6	103	-0.8	97	-16	-4	31
35	O=c1cccc2n1CC1CC2CN(Cc2cccc(Cl)c2Cl)C1 (stereo not drawn)	4	-8	-27	102	-0.7	108	-2	2	13
36	Cc1ccc(S(=O)(=O)N(C)CCCC(=O)N2CCN(c3ccccn3)CC2)cc1	10	-14	-22	113	0.8	111	17	-4	0
37	CCC(=NCC1CCCO1)c1c(O)n(-c2ccccc2)c(=O)[nH]c1=O (stereo not drawn)	3	-2	0	100	0.7	103	14	-3	10
38	Cc1ccc2c(c1)N(CCC(=O)N1CCC3(CC1)OCCO3)C(=O)C(C)O2 (stereo not drawn)	-1	-5	-17	101	nt	102	15	-8	12
39	C/C(CC(c1ccccc1)c1c(O)c2ccccc2oc1=O)=N\NC(N)=S (stereo not drawn)	0	-9	-2	96	-1.2	100	-12	9	23
40	O=C1NC(=O)N(CCc2ccc(F)cc2)C(=O)/C1=C/c1ccco1	-30	-14	-16	68	3.0	68	-10	8	1

nr	Structure	MEKK2mut PB1 HTS	GPR7 antag	DNA FID counter	MEKK2 WT-MEK5	OXTR agonist	MEKK3 PB1 HTS	PHOSPHO1 inh	M18AAP inhibitor	NALP1 yeast inh
41	C[N+](C)(C)CC#CCN1CCCC1=O	4	nt	nt	107	1.0	109	nt	nt	nt
42	N#CCCn1cc(C(=O)O)c(-c2cccc([N+](=O)[O-])c2)n1	-2	2	0	100	-0.2	99	12	-6	1
43	CC(C)Cn1cc(C(=O)N2CCC3(CC2)OCCO3)c2c3ccccc3n(C)c2c1=O	13	-5	-34	107	1.0	105	8	-4	4
44	N[C@@H](Cc1c[nH]c2ccccc12)c1nnc(SCc2ccc(F)cc2)o1	11	-9	-13	106	nt	108	62*	-13	7
45	COc1cc2c(cc1OC)[C@@]13CCN4CC5=CCO[C@H]6CC(=O)N2[C@H]1[C@H]6[C@H]5C[C@H]43	0&1	-12	1	95&99	-0.3	95&100	-19	2	9
46	CSc1ccc(C(=O)C2CCCN(Cc3ccn[nH]3)C2)cc1 (stereo not drawn)	1	6	0	106	1.9	107	12	3	nt
47	Cc1c(C(=O)O)cccc1-n1c(C)cc(/C=C2\C(=O)NC(=O)N(c3ccc4c(c3)OCO4)C2=O)c1C	-2	-7	-18	100	0.7	100	23	23	9
48	C=CCn1c(C)c(C=C2C(=O)NC(=O)NC2=O)c2ccccc21	4	-5	-12	95	0.4	101	13	1	-4

nr	Structure	MEKK2mut PB1 HTS	GPR7 antag	DNA FID counter	MEKK2 WT-MEK5	OXTR agonist	MEKK3 PB1 HTS	PHOSPHO1 inh	M18AAP inhibitor	NALP1 yeast inh
49	C=C1[C@@H](C)[C@H]2[C@H](Cc3ccccc3)NC(=O)[C@]23OC(=O)/C=C/[C@H](O)CCC[C@@H](C)C/C=C/[C@H]3[C@@H]1O	3	-17	-18	98	-0.9	106	36	4	4
50	O=C(/C=C/C=C/c1ccccc1)CC1(O)C(=O)Nc2ccccc21 (stereo not drawn)	-5	-8	-11	92	3.2	96	-4	5	17
51	COc1ccc2c(c1)C13CCCC[C@@H]1C(C2)N(C)CC3 (stereo partly drawn)	7	nt	nt	113	2.4	107	4	nt	-5
52	COC(=O)C1=CO[C@@H](C)[C@@H]2CN3CC[C@]4(C(=O)Nc5ccccc54)[C@@H]3C[C@H]12	19	0	-30	98	-1.2	138*	1	-1	18
53	CN1CC(C#N)C2(O)c3ccccc3CCC2C1 (stereo not drawn)	13	-7	-2	117	0.2	110	10	-6	9
54	CC1(c2ccc(Cl)cc2Cl)OCC(Cn2cncn2)O1 (stereo not drawn)	-5	9	-8	97	0.3	98	59	-7	-6
55	Cc1ccccc1N1C(=O)CC(=O)N(c2ccccc2C)C1=O	4	-3	-32	110	0.4	110	-17	-10	22
56	CCn1c(O)c(/C=N/N2CCOCC2)c(=O)n(CC)c1=S	0	-9	-9	102	0.5	143*	7	-1	35

nr	Structure	MEKK2mut PB1 HTS	GPR7 antag	DNA FID counter	MEKK2 WT-MEK5	OXTR agonist	MEKK3 PB1 HTS	PHOSPHO1 inh	M18AAP inhibitor	NALP1 yeast inh
57	Cc1cc2ccccc2c(=O)n1CC(=O)NCC(=O)N1CCC2(CC1)OCCO2	-13	4	-1	85	1.3	92	20	-3	15
58	COC(=O)c1cc(C(O)(C(=O)OC)C(F)(F)F)c(/N=C/N(C)C)s1 (stereo not drawn)	1	4	-4	98	0.0	102	-1	-10	3
59	CC(Cc1ccccc1)[n+]1cc(/N=C(\[O-])N(C)C)on1 (stereo not drawn)	nt	-14	-7	nt	0.6	nt	24	-6	2
60	COc1ccc(-n2c(O)c(/C(C)=N/N3CCCCCC3)c(=O)[nH]c2=O)cc1	-5	0	-8	98	-1.5	104	3	-3	nt
61	CCC(=NCc1cccnc1)c1c(O)n(-c2ccc(Cl)cc2)c(=O)[nH]c1=O	-5	-17	-8	96	-0.1	101	20	-1	2
62	O=C(Cc1ccccc1)N1CCN(Cc2ccc([N+](=O)[O-])cc2)CC1	-1	15	-12	102	-1.0	104	-18	-2	5
63	Cc1cc(OCC(=O)N[C@@H](Cc2ccccc2)C(=O)O)c2c3c(c(=O)oc2c1)CCCC3	1	-2	-13	102	-1.4	100	29	-4	8
64	C=CCn1c(O)c(/C(C)=N/N2CCCCC2)c(=O)[nH]c1=O	10	3	-10	105	0.3	107	-2	-2	nt

These rows are one share of the data; the hit share may differ from the screen's.
